High-throughput results from PubChem BioAssay.
12-LOX inh: blocks human arachidonate 12S-lipoxygenase; Potency, µM (series often up to 108 µM), without a hit: at the top dose activity change, negative = inhibition, most hits filed as inhibitors; hit rate 1.1% among 580,000; purified 12hLO, xylenol orange hydroperoxide absorbance; active = well fitted inhibition curve with a large enough effect; inconclusive = small, poorly fitted or top-dose-only effect, or another doubt; inactive = no such curve, though single readings can be large or run the other way
Target sequence (P18054 whole entry, looked up): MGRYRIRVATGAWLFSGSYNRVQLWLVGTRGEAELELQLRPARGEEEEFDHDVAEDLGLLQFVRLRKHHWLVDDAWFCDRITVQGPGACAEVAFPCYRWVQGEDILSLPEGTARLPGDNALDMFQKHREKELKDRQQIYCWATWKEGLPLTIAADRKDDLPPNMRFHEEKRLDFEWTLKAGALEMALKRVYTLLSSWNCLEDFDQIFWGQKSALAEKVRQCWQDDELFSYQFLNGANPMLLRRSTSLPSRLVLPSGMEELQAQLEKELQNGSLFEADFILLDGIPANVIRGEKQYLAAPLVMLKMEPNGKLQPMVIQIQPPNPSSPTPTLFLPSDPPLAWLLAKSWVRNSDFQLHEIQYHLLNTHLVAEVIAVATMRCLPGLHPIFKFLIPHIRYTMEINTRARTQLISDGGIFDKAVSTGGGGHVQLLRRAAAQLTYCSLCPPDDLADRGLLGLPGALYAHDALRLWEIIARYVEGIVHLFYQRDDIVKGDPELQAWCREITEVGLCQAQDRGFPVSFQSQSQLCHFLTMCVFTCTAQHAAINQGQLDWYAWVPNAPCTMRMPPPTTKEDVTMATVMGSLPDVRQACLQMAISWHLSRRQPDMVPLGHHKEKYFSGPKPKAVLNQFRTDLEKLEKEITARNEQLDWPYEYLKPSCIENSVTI
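Purified human 12hLO at 150 nM in 25 mM Hepes, 0.01% Triton X-100, pH 7.0, preincubated 15 min at room temperature with compound. Reaction started with 40 uM arachidonic acid, 30 min at room temperature. Hydroperoxide measured by Fe-xylenol orange, 573/405 nm absorbance ratio.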
Numbers without * were called inactive; ? = inconclusive; [ ] = remark or other dose. % is scaled to controls: 0 for no effect and ±100 for the full control effect; potency is read from the fitted curve at half-maximal effect. Some of the compounds tested; rates above refer to the full screens.

> CNC(=O)[C@@H](C1CC1)N1CCC[C@H]1C(=O)NCc1cccnc1
  12-LOX inh: 44.1%[activator][176 µM]

> O=C(NCCOc1ccccc1)c1nc2c(o1)CCN(Cc1ccsc1)CC2
  12-LOX inh: -0.9%[176 µM]

> Cc1ncsc1CN1CCCC(n2c(C)cnc2-c2cccnc2)C1 (stereo not given)
  12-LOX inh: 9.6%

> O=C(CCc1ccccc1)NC1CCN(c2nnc3ccccn23)CC1
  12-LOX inh: 81.7%[activator]

> Nc1cccc2c1C(=O)N(C1CCC(=O)NC1=O)C2=O (stereo not given)
  12-LOX inh: 4.2%[57.4 µM]

> CCCCCC(=O)N1CCC(O)(c2csc(CN3CCOCC3)n2)CC1
  12-LOX inh: 14.9%[176 µM]

> O=C(NN1CCCCC1)NN1CCCCC1
  12-LOX inh: -1.5%

> Cc1ccc(-n2c(C3CCN(C(=O)COc4ccc(F)cc4)CC3)n[nH]c2=O)cc1
  12-LOX inh: 44.7µM*

> O=C(N[C@@H]1CN(C(=O)NCc2ccccc2)CCC[C@H]1O)c1ccc(OCc2ccccc2)cc1
  12-LOX inh: -29.2%

> COc1ccc(CN2CC3(CCN(C(=O)CCCc4ccccc4)CC3)C2=O)cc1
  12-LOX inh: 24.7%

Records listed so far that bear a hit mark in 12-LOX inh:
> Cc1ccc(-n2c(C3CCN(C(=O)COc4ccc(F)cc4)CC3)n[nH]c2=O)cc1
  12-LOX inh: 44.7µM*

The list continues.
> CN(Cc1cccs1)c1cc(C2CC(O)C2)ncn1 (stereo not given)
  12-LOX inh: 14.2%

> O=C(NC1C[C@H]2CC[C@@H](C1)N2C(=O)COc1ccc(Cl)cc1)c1ccncc1 (stereo not given in full)
  12-LOX inh: 18.2%

> O=C(NCC(F)(F)F)C1C(=O)Nc2ccccc2C(=O)N1C1CCCC1 (stereo not given)
  12-LOX inh: ?

> O=C1Nc2ccc(Br)cc2C(=O)N2CCN(C(=O)c3cccc(F)c3)C[C@H]12
  12-LOX inh: -16.4%[176 µM]

> Cc1ccsc1CN(C)C1CCc2nn(CC3CC3)c(=O)n2CC1 (stereo not given)
  12-LOX inh: 81.0%[activator]

> COC(=O)c1cc(CNC(=O)c2ccccn2)cc(NC(=O)c2ccccc2OC)c1
  12-LOX inh: 5.0%

> O=C(Cc1ccc(F)cc1)N1CCC(N2CC3CC(C2)[C@H]2CCCC(=O)N2C3)CC1 (stereo not given in full)
  12-LOX inh: 37.0%[activator]

> CCc1cc(=O)oc2c(C)c(OCC(=O)c3ccc(OC)cc3)ccc12
  12-LOX inh: 24.6%

> Cc1ccc(C(=O)N/C(=C/c2ccccc2)C(=O)NCCC(=O)O)cc1
  12-LOX inh: -17.1%

> CC1=C[C@@H](CN(C)CCO)[C@H](C(C)C)C[C@H]1Cc1nnc(-c2ccc(N(C)C)cc2)o1
  12-LOX inh: 51.1%[activator][176 µM]

Compounds from the list above that have an aryl methoxy group:
> COc1ccc(CN2CC3(CCN(C(=O)CCCc4ccccc4)CC3)C2=O)cc1
  12-LOX inh: 24.7%

> COC(=O)c1cc(CNC(=O)c2ccccn2)cc(NC(=O)c2ccccc2OC)c1
  12-LOX inh: 5.0%

> CCc1cc(=O)oc2c(C)c(OCC(=O)c3ccc(OC)cc3)ccc12
  12-LOX inh: 24.6%

Further records.
> CC(=O)N1CCCc2nc(C)nc(-c3ccc(O)cc3)c2C1
  12-LOX inh: -7.6%[176 µM]

> CCc1nc2nc3c(cn2n1)C(=O)CC(c1ccc(Cl)cc1)C3 (stereo not given)
  12-LOX inh: -5.2%

> COc1ccccc1Oc1ncccc1CNC(=O)[C@@H]1CCCN1C(C)=O
  12-LOX inh: 82.8%[activator]

> COc1ccc(C(=O)N2CCC[C@H]2c2nc(-c3ccccc3)no2)cc1F
  12-LOX inh: 8.3%

> COc1ccccc1-c1cnc(C(O)c2ccc(C)cc2)[nH]1 (stereo not given)
  12-LOX inh: 6.7%

> CCC(CC)C(C(=O)NCc1ccccc1)N1CCN(c2cccc(C)c2C)CC1 (stereo not given)
  12-LOX inh: -14.6%

> COc1ccc(-c2cc(NC(=O)c3ccc(S(=O)(=O)NCC4CCCO4)cc3)ccc2OC)cc1 (stereo not given)
  12-LOX inh: -19.3%

> COc1ccc(-c2cc(N3CCC(NC(=O)c4ccc(Cl)cc4)C3)n[nH]2)cc1 (stereo not given)
  12-LOX inh: ?

> COc1cccc(CN2CCC3(C2)NC(=O)c2ccccc2CO3)c1 (stereo not given)
  12-LOX inh: 29.1%[176 µM]

> COc1ccc(CN2C[C@H]3CN(Cc4cc(OC)c(OC)c(OC)c4)CCN3C2=O)cc1
  12-LOX inh: -39.1%

> CCOCC(=O)Nc1nn(-c2cccc(F)c2)c2cccc(N3CCOC3=O)c12
  12-LOX inh: 3.9%

> COc1cccc(C2CCCN2Cc2cc(=O)oc3cc(OC)ccc23)c1 (stereo not given)
  12-LOX inh: 44.7µM*

> O=C1CCN(C(=O)C2CCN(C(=O)CC3CCCC3)CC2)CCCCCCN1
  12-LOX inh: 12.5%

> Cc1nc(CN2CCN(CCOc3ccc(Cl)cc3)CC2)no1
  12-LOX inh: 9.2%

> CC1(C(=O)NS(=O)(=O)c2cccc(F)c2)CCN1C(=O)C1(c2ccc(Cl)cc2)CCC1 (stereo not given)
  12-LOX inh: -17.4%

> O=C(CSc1ccc(-c2ccccn2)nn1)NCCc1ccccc1
  12-LOX inh: 6.5%

> CC(C)[S+](=O)([O-])N1CCCC1c1nnc2n1CCNC2 (stereo not given)
  12-LOX inh: ?

> CCOC(=O)c1cnc2nc(-c3cccnc3)nn2c1C
  12-LOX inh: 11.1%

> COc1ccc(OC)c(CN2CCCn3nc(C)c(-c4ccccc4OCc4ccccc4)c32)c1
  12-LOX inh: ?

> Cc1cccc2cc(C(=O)N3CCCC(Nc4ccc(F)cc4)C3)oc12 (stereo not given)
  12-LOX inh: 5.3%

Reprinted from the part before: two compounds; new compounds follow.
> COc1ccc(OC)c(CN2CCCn3nc(C)c(-c4ccccc4OCc4ccccc4)c32)c1
  12-LOX inh: ?

> Cc1cccc2cc(C(=O)N3CCCC(Nc4ccc(F)cc4)C3)oc12 (stereo not given)
  12-LOX inh: 5.3%

> O=C(NC1CCCCC1)C1CN(C(=O)c2ccccc2)CC12CCOCC2 (stereo not given)
  12-LOX inh: 70.1%[activator]

> Cc1nn(CC(C)C)c2sc(C(=O)N3CCN(S(=O)(=O)c4cc(F)ccc4F)CC3)cc12
  12-LOX inh: 1.9%

> CN1CCc2[nH]cnc2C12CCN(C(=O)CC1NC(=O)c3ccccc31)CC2 (stereo not given)
  12-LOX inh: ?

> Cc1oc2cc(OC(C)C(=O)Nc3ccc4c(c3)OCCO4)ccc2c(=O)c1-c1ccccc1 (stereo not given)
  12-LOX inh: 31.4%

> CCOc1nccnc1NC1CCN(C(=O)NC)CC1
  12-LOX inh: 29.5%

> CCCCCCCCCCOC(=O)Nc1ccc(C)cc1
  12-LOX inh: 9.5%

> Cc1ccc(C(=O)N2CCC([C@@H]3CNC[C@H]3CO)CC2)cc1C
  12-LOX inh: 4.8%

> COC(=O)[C@]12CCCCC=C1N(Cc1ccc3c(c1)OCO3)C(=O)[C@H](CC(=O)N1CCN(C(=O)C3CC3)CC1)C2
  12-LOX inh: 16.6%

> Cc1nc(C)c(C(=O)N2CCCC(Cc3noc(-c4cnccn4)n3)C2)s1 (stereo not given)
  12-LOX inh: 14.7%

> Cc1cc(C(=O)N2CC[C@H](NS(=O)(=O)c3cn(C)cn3)C[C@H]2C(=O)N[C@@H](Cc2cccs2)C(N)=O)n(C)n1
  12-LOX inh: -3.2%

6 structures out of the list, sorted by molecular weight, high to low:
> COC(=O)[C@]12CCCCC=C1N(Cc1ccc3c(c1)OCO3)C(=O)[C@H](CC(=O)N1CCN(C(=O)C3CC3)CC1)C2
  12-LOX inh: 16.6%

> Cc1nn(CC(C)C)c2sc(C(=O)N3CCN(S(=O)(=O)c4cc(F)ccc4F)CC3)cc12
  12-LOX inh: 1.9%

> Cc1nc(C)c(C(=O)N2CCCC(Cc3noc(-c4cnccn4)n3)C2)s1 (stereo not given)
  12-LOX inh: 14.7%

> CN1CCc2[nH]cnc2C12CCN(C(=O)CC1NC(=O)c3ccccc31)CC2 (stereo not given)
  12-LOX inh: ?

> Cc1ccc(C(=O)N2CCC([C@@H]3CNC[C@H]3CO)CC2)cc1C
  12-LOX inh: 4.8%

> CCCCCCCCCCOC(=O)Nc1ccc(C)cc1
  12-LOX inh: 9.5%

Next compounds.
SMILES	12-LOX inh
COc1ccc(SCC(=O)c2ccc(O)cc2O)cc1	39.8µM*
CC(=O)c1cnn(-c2cc(Nc3ccc(F)cc3)nc(C)n2)c1C	-12.8%
c1ccc(CNCCN2CCCC2)cc1	?
COCc1cn(C[C@H]2C[C@@H](NC(=O)c3cnccn3)[C@H](O)[C@@H]2O)nn1	-15.1%[176 µM]
CC(C)(C)c1nc(C(=O)N2CCCC2)n2ccncc12	-2.1%[12.5 µM]
Cn1ccc2cc(S(=O)(=O)N3CCC(C(=O)NCCN4CCCC4)CC3)ccc21	-4.6%
CN1CCCC1c1nc(C2CN(C(=O)c3ccn[nH]3)C2)no1 (stereo not given)	53.3%[activator]
CC(C)N1C(=O)CO[C@H]2CCN(CCCc3ccccc3)CC[C@@H]21	10.6%[176 µM]
C[C@@H]1CN([C@H](C)CO)S(=O)(=O)c2ccc(C#CC3CCCC3)cc2O[C@H]1CN(C)C(=O)Cc1ccccc1	?
CN(C)C[C@@H]1CN(Cc2ccccc2)C[C@H]1NC(=O)C1CC=CC1	45.2%[activator]
CCC(C)NC(=O)CSc1nc(C2CC2)nc(C)c1C(C)=O (stereo not given)	?
CCN(CC(=O)NC)S(=O)(=O)N1CCCCC1	42.1%[activator]
COc1ccc(-c2ocnc2C(=O)Nc2ccc(C(C)C)cc2)cc1OC	-1.3%
Cc1nc2cc(NC(C(=O)Nc3ccc(F)cc3)c3ccccc3)ccc2o1 (stereo not given)	?
CNc1nc2cnc(Nc3cccc(C(F)(F)F)c3)cc2n1Cc1ccc(OC)c(OC)c1	?
Cn1cccc1Cc1nnc(SCC(=O)Nc2ccc(F)cc2F)n1C	?
CCOc1ccc(C(=O)N2CCC[C@H]2c2nc(-c3ccc(OC)c(OC)c3)no2)cc1OCC	37.5%[activator]
O=C(NC1CC(=O)N(Cc2ccccc2C(F)(F)F)C1)c1cscn1 (stereo not given)	56.2%[activator]
Cc1nc2sccn2c1CN1CCOc2ccc(CN3CCN(c4ccc(F)cc4)CC3)cc2C1	-1.6%
CC1(C)CC(NC(=S)NCc2ccc(F)cc2)CC(C)(C)N1	13.1%
O=C(c1ccc2nnc(-c3cccc(OC(F)(F)F)c3)n2c1)N1CCOCC1	?
COC(=O)C1=CN(CC(=O)NCc2ccc(OC)cc2)S(=O)(=O)N=C1C	48.2%[activator]
Cc1nc(N2CCCCC2)ncc1C(=O)N[C@H]1[C@H]2CCO[C@H]2[C@@H]1N(C)C	35.6%[activator]
CCOC(=O)C1(C(=O)OCC)COC(=O)C1CN1Cc2cc3ccccc3nc2C1 (stereo not given)	101.3%[activator]
